UGM FP inh – blocks M. tuberculosis UGM enzyme. 0.06% of 320,000 active. inhibition, % at 10 µM. P9WIQ1. AID 504406. purified UGM, fluorescence polarization probe displacement; in the data active = inhibition above about 10%, passing the limit was not always enough; inconclusive = no clear call, values can overlap the other calls
Target sequence (P9WIQ1 whole entry, looked up): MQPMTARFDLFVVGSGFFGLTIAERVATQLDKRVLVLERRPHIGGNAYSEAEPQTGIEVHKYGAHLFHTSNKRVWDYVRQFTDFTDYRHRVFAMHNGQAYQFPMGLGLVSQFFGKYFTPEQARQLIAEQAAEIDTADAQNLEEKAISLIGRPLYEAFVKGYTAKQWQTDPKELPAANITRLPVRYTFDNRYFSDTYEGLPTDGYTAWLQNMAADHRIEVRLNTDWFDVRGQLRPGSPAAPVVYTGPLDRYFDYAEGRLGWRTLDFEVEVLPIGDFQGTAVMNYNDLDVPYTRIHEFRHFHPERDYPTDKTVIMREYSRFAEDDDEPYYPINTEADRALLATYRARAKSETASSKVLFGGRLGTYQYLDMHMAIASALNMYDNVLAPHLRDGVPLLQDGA
BoNT-F LC inh – blocks Botulinum neurotoxin F light chain protease | Multiplex microsphere protease cleavage assay, flow cytometry | inhibition, % at 10 µM | 0.22% of 360,000 active | AID 588497; in the data active = inhibition above about 35%, passing the limit was not always enough; inconclusive = no clear call, values can overlap the other calls; also: plate controls were buffer without enzyme for full effect and enzyme alone for no effect
PfHsp40 rescue – restores yeast growth despite PfHsp40 toxicity; S. cerevisiae expressing PfHsp40, growth rescue, ATP luminescence; growth rescue, % at 12.5 µM; 0.68% of 340,000 active; AID 504582; in the data active = growth rescue above about 28%, passing the limit was not always enough; inconclusive = no clear call, values can overlap the other calls;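 also: yeast W303a lacking pdr1 and pdr3 grown in galactose medium; growth measured after three days at 30 °C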
Mtb BioA inh – BioA (M. tuberculosis) enzyme inhibition. inhibition, % at 9.99 µM. purified M. tuberculosis BioA enzyme, plate reader. AID 602481. 0.096% of 360,000 active; in the data active = inhibition above about 40%; inconclusive = no clear call, values can overlap the other calls
Anthrax LF prot – inhibitors of Bacillus anthracis lethal factor protease | inhibition, % at 10 µM | P15917 | 0.12% of 360,000 active | multiplex microsphere protease cleavage assay, LF; also: plate controls were buffer without enzyme for full effect and enzyme alone for no effect
BoNT-A LC inh2 – blocks Botulinum neurotoxin A light chain protease; multiplex microsphere protease substrate cleavage, flow cytometry; inhibition, % at 10 µM; 0.17% of 360,000 active; AID 588499; also: plate controls were buffer without enzyme for full effect and enzyme alone for no effect
Mtb FBA inh – inhibitors of M. tuberculosis fructose-bisphosphate aldolase; P9WQA3; purified M. tuberculosis FBA, fluorescence read-out; inhibition, % at 1 µM; AID 588726; 2.3% of 360,000 active; in the data active = inhibition above about 27%;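 also: 0% = vehicle and 100% = reference inhibitor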
Target sequence (P9WQA3 whole entry, looked up): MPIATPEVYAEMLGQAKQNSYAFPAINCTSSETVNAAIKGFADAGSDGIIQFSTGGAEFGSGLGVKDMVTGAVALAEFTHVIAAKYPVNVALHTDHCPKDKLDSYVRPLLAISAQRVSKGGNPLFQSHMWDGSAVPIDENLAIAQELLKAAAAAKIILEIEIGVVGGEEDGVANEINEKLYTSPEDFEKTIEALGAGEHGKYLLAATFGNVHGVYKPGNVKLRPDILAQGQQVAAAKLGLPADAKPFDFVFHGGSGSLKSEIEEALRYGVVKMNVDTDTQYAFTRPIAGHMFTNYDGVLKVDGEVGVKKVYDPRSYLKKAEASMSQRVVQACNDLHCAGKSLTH
GDH-TPI counter – GDH-TPI coupled enzyme inhibition counter-screen | GDH-TPI coupled enzyme counterscreen, NADH absorbance | inhibition, % at 4.8 µM | 1.2% of 360,000 active | AID 588335; in the data active = inhibition above about 30%;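 also: 0% = DMSO wells and 100% = wells lacking the enzyme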
FadD28 binding – M. tuberculosis FadD28 bisubstrate binding inhibition; FadD28 bisubstrate probe binding, fluorescence polarization; inhibition, % at 12.5 µM; 0.22% of 360,000 active; AID 588549; in the data active = inhibition above about 8.5%, passing the limit was not always enough; inconclusive = no clear call, values can overlap the other calls
Starred values were filed as active, the others as inactive; ? = inconclusive; nt = no result given; + = active, no number; & = joins results of further samples; ! = not confirmed by another sample. Rule as the data show it, unless noted: active = inhibition above about 30%; inconclusive = no clear call, values can overlap the other calls; inactive = below that.

SMILES	UGM FP inh	BoNT-F LC inh	PfHsp40 rescue	Mtb BioA inh	Anthrax LF prot	BoNT-A LC inh2	Mtb FBA inh	GDH-TPI counter	FadD28 binding
CCS(=O)(=O)Nc1ccc(C2=NN(C(=O)c3ccco3)C(c3ccc(C)cc3)C2)cc1 (configuration not stated)	0.6	-2	2.8	nt	-13	?	3	24	-4.4
CCOc1ccccc1C(=O)NCC(=O)NNC(=O)c1csc(N2CCOCC2)n1	nt	-3	nt	-0.2	0	-0.7	2	4	-1.0
CCOC(=O)C(C)Oc1cccc2c(=O)n(CC(=O)NCc3ccc(F)cc3)ccc12 (configuration not stated)	-2.1	0	-0.7	2.5	-5	-1.0	1	2	0.0
Cn1c(=O)c2cc(NC(=O)NCc3ccccc3)ccc2n1Cc1ccc(Cl)cc1	nt	-9	nt	2.1	-3	0.4	123*	-7	-2.8
Cc1cccc(C)c1NC(=O)CN(C)C(=O)CC1CC2CCC1C2 (configuration not stated)	2.5	-1	-0.6	0.5	1	-1.6	2	-1	-2.2
CCN(CC)CCNC(=O)c1cc2ccccc2nc1Cl	-0.8	-3	-0.2	-2.8	-4	-0.6	2	-3	-2.7
O=C(Nc1ccccn1)N1CCOCC1	-0.2	-5	-0.9	-0.4	0	-3.0	0	-12	-1.9
O=C(c1cc2c(s1)-c1ccccc1OC2)N1CCC2(CC1)OCCO2	2.1	2	0.3	0.1	-1	0.6	+	40*	-2.6
CCOc1ccc(N=Cc2c(O)n(C(C)(C)C)c(=O)[nH]c2=O)cc1	0.8	-3	-1.2	-2.4	-2	-0.4	-1	28	-4.2
Cc1ccc(C2(C(=O)N3CCC(n4nc(-c5ccccc5)oc4=O)CC3)CC2)cc1	3.8	-5	0.2	1.5	1	-1.0	-3	0	-5.2
CCOC(=O)c1c(C)[nH]c(C)c1S(=O)(=O)NCCN1CCN(c2cc(Cl)ccc2C)CC1	-4.9	-2	-0.9	-0.8	-2	-1.2	-1	-9	-1.0
CCCCSCCCNC(=O)c1ccc(CS(=O)(=O)c2ccc(OC)cc2)o1	-0.5	3	2.1	0.4	6	3.8	2	6	2.3
COc1ccc(-n2c(N)c(Br)c(=O)[nH]c2=O)cc1	-2.2	-8	0.1	-1.0	-4	-0.9	0	8	-0.6
CN(Cc1cccs1)C(=O)CSc1nc(N)cc(N)n1	-0.5	-4	1.6	nt	-7	-0.5	0	-1	0.0
Cc1nc2nc(SCC(=O)N3CCC4(CC3)OCCO4)nn2c(C)c1Cc1ccccc1	0.1	-4	-1.1	74*	0	0.9	3	-9	-3.7
COc1ccc(N2C(=O)CC(SC(C)C)C2=O)cc1 (configuration not stated)	nt	-5	-0.6	nt	1	0.2	2	9	-2.5
N#Cc1ccc(-c2ccc3c(c2)OCO3)nc1SCC(=O)OCc1ccccc1	1.5	15	-0.3	0.4	4	0.3	60*	5	-1.4
COc1ccc(CN2C=C3C(=O)C(C)(OC(=O)C4CCCC4)C(=O)C=C3C=C2c2ccsc2)cc1 (configuration not stated)	-1.4	-36	-1.1	1.5	-12	6.6	1	6	-0.5
CCOC(=O)c1ccc(NC(=O)N2CCOCC2)cc1	1.5	-2	-1.7	nt	-5	-1.1	-2	-6	-3.4
Cc1cc(NC(=O)CC#N)n(-c2nc3ccccc3[nH]2)n1	-1.7	2	-0.4	0.8	-3	-0.3	-4	17	-2.6
CCOC(=O)C1=CCN(S(=O)(=O)c2ccccc2C)C1c1ccccc1 (configuration not stated)	nt	-4	nt	-3.2	-8	-0.7	2	nt	-0.9
CCN(CC)C(=O)C1=C(C)N(Cc2ccccc2)C(=O)C(CC(=O)NCc2cccc3ccccc23)C1 (configuration not stated)	nt	-9	nt	-1.3	-9	-0.4	2	1	-1.0
O=C1c2ccccc2C(=O)N1CSc1ncccn1	-0.2	-2	-1.0	-0.2	-4	-0.9	2	15	0.2
COc1ccc(CN2CCc3ccc(NC(=O)CCc4ccccc4OC)cc3C2)c(O)c1	-1.6	-1	1.3	-0.9	2	0.4	3	13	-2.7
C=C(c1ccc(OCCO)cc1)c1ccc(OCCO)cc1	1.0	-15	0.4	-1.0	0	-0.1	5	-7	-0.5
Other compounds follow.
SMILES	UGM FP inh	BoNT-F LC inh	PfHsp40 rescue	Mtb BioA inh	Anthrax LF prot	BoNT-A LC inh2	Mtb FBA inh	GDH-TPI counter	FadD28 binding
O=C(NCC(F)(F)F)N1CCOCC1	1.9	-1	0.1	-0.6	-5	-0.1	4	-3	0.1
CC1(C)CC(NC(=O)CSc2ccccc2)CC(C)(C)N1	-1.4	2	-0.2	nt	2	-0.6	4	9	3.0
Cc1ccc2c(c1)C(=O)C(=O)N2Cc1ccc(Br)cc1	-4.7	4	0.4	-1.1	2	-0.3	0	0	-2.1
CS(=O)(=O)N1CCN(c2ccc([N+](=O)[O-])cc2F)CC1	1.9	6	-1.8	nt	-1	-0.7	2	9	0.9
Cc1noc(NS(=O)(=O)c2ccc(NC(=O)C34CC5CC(C3)CC(n3cnc(Br)n3)(C5)C4)cc2)c1C	1.4	3	0.7	0.5	1	-0.5	0	1	-1.1
CC[C@@]12C(=O)N(c3cccc(Br)c3)C(=O)N1[C@H](c1ccc(F)cc1)[C@@H]1C(=O)N(C3CCCCC3)C(=O)[C@@H]12	0.0	-2	1.8	-1.5	0	0.1	-1	7	-3.9
O=C(COC(=O)c1ccccc1NC(=O)c1ccco1)NCCC1=CCCCC1	-1.4	9	2.8	0.5	3	0.4	2	5	-0.1
NNC(=O)c1[nH]c2ccccc2c1-c1ccccc1	-0.3	-19	1.6	-0.3	2	-2.7	11	-9	-6.9
CSc1nsc(SCC(=O)Nc2ccccn2)n1	2.7	nt	-0.1	-1.4	nt	nt	2	0	0.2
Cn1nccc1CNC(=O)c1c(Cl)cnn1C	2.3	1	-0.3	nt	-2	-0.3	-6	8	-1.7
CC1(C(=O)N(c2ccccc2)C(C(=O)NC2CCCC2)c2ccccn2)CC(=O)N=C2C=CC=CN21 (configuration not stated)	0.7	-3	2.0	-0.6	-1	-0.2	96*	14	0.4
CCCn1nnc(NC(=O)C(C)Oc2ccc(Cl)cc2Cl)n1 (configuration not stated)	1.9	10	2.9	nt	1	-0.1	0	2	-1.7
O=C(c1cc2ccccc2oc1=O)N(Cc1cccs1)CC1CCCO1 (configuration not stated)	0.0	2	1.1	0.8	0	1.4	0	8	-1.9
COc1cccc(COC(=O)c2ccc3c(c2)NC(=O)C(C)S3)c1OC (configuration not stated)	-1.4	1	-1.1	-1.2	-4	1.1	2	-1	-1.4
O=C(Cn1nnc(-c2ccccc2F)n1)Nc1cccc2ncccc12	1.0	-4	0.6	-2.7	1	-0.3	6	3	1.5
CCOC(=O)c1c(NC(=O)CSc2nnc(CN3CCOCC3)n2C)sc2c1CCCC2	2.3	6	1.2	2.9	-4	0.6	-1	5	-3.5
c1ccc(CCCNCCCn2cnc3c(OCc4ccccc4)ncnc32)cc1	nt	-13	1.2	-0.5	-4	-0.2	0	0	-4.4
C=CCn1cccc(C(=O)Nc2ccc(N(C)C)cc2)c1=O	-2.1	-16	0.0	0.4	0	0.6	-2	21	1.3
O=C(Nc1oc2ccccc2c(=O)c1-c1ccccc1)c1ccco1	nt	-4	nt	-2.1	-3	-0.8	-2	19	-2.5
O=C(NC(=S)Nc1cccc(O)c1)C12CC3CC(CC(C3)C1)C2	nt	5	nt	-2.6	3	0.5	5	8	1.6
CCc1cc2c(SCC(=O)N3CC(=O)Nc4ccccc43)ncnc2s1	1.2	-8	0.0	-0.2	-3	-0.2	1	-2	-1.7
O=Cc1ccc(N2CCCC2)c(F)c1	-3.0	-29	-1.5	-0.5	-3	-1.7	1	19	-4.0
S=c1[nH]nc(-c2ccncc2)n1/N=C/C=C/c1ccco1	-0.7	-4	2.4	nt	0	-0.6	-2	25	2.9
Cc1ccc(CCNC(=O)c2cc(C)nn2-c2ccccc2)cc1	0.1	-4	0.1	-2.5	3	0.1	2	-2	0.1
Cc1cc(NC(=O)CSc2ncc(C(=O)O)n2-c2ccc(F)cc2)no1	-5.1	3	0.3	-1.0	-8	4.1	0	-4	-1.8

Five structures out of the list, ordered by length of the SMILES, low to high.
SMILES	UGM FP inh	BoNT-F LC inh	PfHsp40 rescue	Mtb BioA inh	Anthrax LF prot	BoNT-A LC inh2	Mtb FBA inh	GDH-TPI counter	FadD28 binding
Cn1nccc1CNC(=O)c1c(Cl)cnn1C	2.3	1	-0.3	nt	-2	-0.3	-6	8	-1.7
O=C(c1cc2ccccc2oc1=O)N(Cc1cccs1)CC1CCCO1 (configuration not stated)	0.0	2	1.1	0.8	0	1.4	0	8	-1.9
COc1cccc(COC(=O)c2ccc3c(c2)NC(=O)C(C)S3)c1OC (configuration not stated)	-1.4	1	-1.1	-1.2	-4	1.1	2	-1	-1.4
O=C(COC(=O)c1ccccc1NC(=O)c1ccco1)NCCC1=CCCCC1	-1.4	9	2.8	0.5	3	0.4	2	5	-0.1
CC1(C(=O)N(c2ccccc2)C(C(=O)NC2CCCC2)c2ccccn2)CC(=O)N=C2C=CC=CN21 (configuration not stated)	0.7	-3	2.0	-0.6	-1	-0.2	96*	14	0.4

Going on with the list.
SMILES	UGM FP inh	BoNT-F LC inh	PfHsp40 rescue	Mtb BioA inh	Anthrax LF prot	BoNT-A LC inh2	Mtb FBA inh	GDH-TPI counter	FadD28 binding
COc1cc(NC(=O)c2cc3nc(-c4ccccc4)cc(-c4ccccc4)n3n2)cc(OC)c1OC	-1.1	-4	1.4	-1.4	-2	-0.8	2	11	-3.0
Cc1cc(C)cc(N(CCC#N)C(=O)CSc2nc3nc(C)cc(C)n3n2)c1	-0.1	-1	0.5	1.4	1	0.6	1	2	-3.5
COc1ccc(NC(=O)C2(C)CCN2Cc2ccccc2OC(F)F)cc1OC (configuration not stated)	nt	5	nt	-0.1	2	0.5	2	4	1.0
CCOc1ccc(C(=O)CSc2nnc(C3CC3)n2C)cc1	1.1	-5	-0.2	0.0	-1	0.3	-1	-5	-1.6
CC(NC(=O)c1ccc(N(C)C)cc1)c1ccc(F)cc1 (configuration not stated)	-0.4	-2	-0.1	-0.6	-4	0.1	-3	-3	-3.5
COc1ccc(NC(=O)c2cc(C(C)C)on2)cc1OC	-0.5	2	0.4	2.3	-3	2.2	1	10	-0.2
O=C(NCC1CCCO1)C1c2ccccc2C(=O)N1C1CCCCCCC1 (configuration not stated)	-1.6	-10	-1.5	nt	-4	-0.2	2	7	0.6
CN1CCN(c2ccc(S(=O)(=O)N3CCCCC3)cc2NC(=O)Cc2ccccc2F)CC1	2.0	-2	-1.3	1.0	-1	0.4	-2	8	-1.7
CCOC(=O)/C=C1\SCC(=O)N1CC(=O)Nc1ccc(C(C)C)cc1	0.0	10	0.9	7.2	-2	0.0	-3	6	-0.3
Cc1ccc(C(=O)NCCSc2ccccc2)cc1S(=O)(=O)Nc1ccccc1	-0.6	-7	-1.0	1.7	-5	-0.8	-3	6	-0.5
O=[N+]([O-])c1ccc(SCCc2ccncc2)cc1	3.4&-0.7	?	11	2.0&-0.7	-2	-5.1	-3&0	42*!	-1.5&-2.0
Cc1ccc(NC(=O)C2(c3ccccc3)CCOCC2)c([N+](=O)[O-])c1	1.6	4	18	nt	0	0.6	-2	3	-3.1
O=C1c2ccccc2C(=O)N1Cc1nc(-c2ccccn2)no1	1.8	3	1.1	7.4	0	0.7	0	-8	-0.4
COc1cc2c(cc1OC)C(C)N(C(=S)Nc1ccccc1)CC2 (configuration not stated)	2.4	-11	1.7	nt	-1	-2.1	1	1	0.3
Cn1ncc2c(Nc3ccc([N+](=O)[O-])cc3)nc(Cl)nc21	0.0	9	-1.4	-0.9	-9	-4.2	3	21	-0.4
O=C(Nc1ccc(Cl)cc1)N1CCC(c2nc(-c3cccs3)no2)CC1	-0.3	-2	0.9	2.0	-3	?	-2	1	-1.8
COc1ccc(CCNC(=O)c2ccc(NC3=NC4CS(=O)(=O)CC4S3)cc2)cc1OC (configuration not stated)	-0.5	6	2.2	-1.0	1	3.1	-3	4	-2.1
O=C(Nc1sc2c(c1C(=O)NCCCO)CCCC2)c1ccccc1	-0.3	?	-0.5	-0.9	-2	0.0	-1	7	-2.2
Cc1cc(NC(=O)CCC(=O)N(Cc2cccnc2)C(C(=O)NC(C)(C)C)c2ccccc2Cl)no1 (configuration not stated)	-2.6	-4	-0.9	-0.2	10	-2.1	2	-3	1.8

From PubChem BioAssay
